CFTR F508del cor – CFTR F508del correction in bronchial cells; 350,000 compounds, 0.36% hits; AID 720511; activity (quench increase), % at 7.58 µM; CFBE cells, YFP halide quenching; stimulated with forskolin plus potentiator P3; % fluorescence drop versus neutral controls;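 active = mean added fluorescence quench of at least 8% versus neutral control, with both replicates also reaching 8%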;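 note: cells transiently co-express mutant CFTR-F508del with the halide-sensitive YFP; corrector assay measuring rescue of mutant channel to the surface after 24 h compound exposure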
XiGFP reactiv – X-chromosome reactivation activator | XiGFP mouse fibroblasts, % GFP-positive cells imaging, 3 d; cells co-treated with 5-aza-dC sensitizer; scaled so ellipticine positive control = 100% | activation, % at 7.58 µM | 360,000 compounds, 0.055% hits | AID 743238;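 active = mean normalized replicate activation at least 10% and every replicate at or above 10%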;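 note: 0% = median of on-plate neutral control wells and 100% = ellipticine 6 µM median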
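Material: XiGFP fibroblasts, SV40-immortalized; Buffer or medium: DMEM containing 5-aza-dC; Compound dosing: single point; Times: 3 days compound exposure.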
EWS-Fli inh – inhibitors of EWS/Fli oncoprotein transcriptional activity. A673 NR0B1-luciferase reporter, viability-normalised. inhibition, % at 12.6 µM. AID 651661. 350,000 compounds, 0.67% hits;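 active = mean inhibition of at least 50% after viability correction, with every replicate also passing that limit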;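 note: firefly luciferase signal divided by Alamar Blue viability fluorescence both relative to DMSO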
PAX8 inh HTS – PAX8 transcriptional activity inhibition | RMG-I TPO-luciferase reporter, SteadyGlo, 24 h | inhibition, % at 12.6 µM | 360,000 compounds, 1.2% hits | AID 652154;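 active = mean replicate inhibition at least 60% with every replicate also reaching 60%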;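 note: luciferase light reporting Pax8 driven TPO promoter activity; plate controls were median of neutral control wells for no effect and mitoxantrone controls for full effect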
GSIS activator – GLuc luminescence reporter in INS-1E cells, primary screen for activators of glucose-dependent secretion of insulin; 370,000 compounds, 0.61% hits; INS-1E GLuc reporter insulin secretion, 2-3 h; activation, % at 16.6 µM;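 active = lowest replicate activation of at least 40%, so every replicate reaches that level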;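 note: 0% = median of neutral control wells and 100% = median of IBMX positive control wells; some compounds called inactive have numbers as strong as hits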
DENV2 CPE – DENV2-induced cell death inhibition. DENV2-infected cells, cytopathic effect rescue, plate reader. CPE inhibition, % at 9.99 µM. 350,000 compounds, 1.7% hits. AID 651640; in the data active = CPE inhibition above about 20%, passing the limit was not always enough; tested in BHK-21 cells;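 note: 0% = median of neutral control wells and 100% = median of positive control wells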
ARNT TACC3 PPI – ARNT/TACC3 interaction disruption; Q9Y6A5; AlphaScreen His-ARNT PAS-B/GST-TACC3 binding, luminescence; TACC3 fragment carries E629A point mutation; inhibition, % at 9.99 µM; 390,000 compounds, 0.66% hits; AID 623870;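 active = mean inhibition of replicates at least 50% and at least half of replicates each reaching 50%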;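 note: 0% = complete ARNT plus TACC3 wells and 100% = ARNT alone without TACC3; many hits fall short of the cut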
ERp5 inh – blocks human ERp5 reductase activity on insulin; AID 651711; 350,000 compounds, 0.05% hits; ERp5 insulin aggregation, absorbance 650 nm, 90 min; Q15084; inhibition, % at 9.99 µM;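 active = mean replicate inhibition above about 25%, with every replicate also reaching it, limit read from the data, passing the limit was not always enough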
Target sequence (Q15084 whole entry, looked up): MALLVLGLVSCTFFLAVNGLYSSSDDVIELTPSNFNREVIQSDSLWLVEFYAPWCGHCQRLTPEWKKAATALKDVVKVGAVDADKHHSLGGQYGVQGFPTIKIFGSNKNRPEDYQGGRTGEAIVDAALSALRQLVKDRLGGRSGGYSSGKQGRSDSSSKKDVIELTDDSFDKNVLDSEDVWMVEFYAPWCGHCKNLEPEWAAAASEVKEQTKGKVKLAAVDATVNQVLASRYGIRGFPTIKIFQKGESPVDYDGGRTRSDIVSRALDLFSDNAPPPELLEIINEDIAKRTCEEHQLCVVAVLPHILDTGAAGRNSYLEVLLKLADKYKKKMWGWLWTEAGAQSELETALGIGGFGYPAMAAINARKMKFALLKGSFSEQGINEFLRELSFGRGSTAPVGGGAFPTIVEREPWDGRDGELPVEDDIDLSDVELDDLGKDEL
Numbers without * were called inactive; x = no result given.

entry	SMILES	CFTR F508del cor	XiGFP reactiv	EWS-Fli inh	PAX8 inh HTS
1	O=C(CC(F)(F)F)N1C[C@H]2[C@@H](c3ccccc31)[C@H](CO)N2CC1CCCCC1	-1.4	0.3	-5	25
2	O=C(Nc1ccc(F)cc1F)N1CCCN(c2ccc(C(F)(F)F)cn2)CC1	-3.9	0.0	18	22
3	O=C(CCS(=O)(=O)c1cccc2nonc12)Nc1ccc(Br)cc1	-2.5	0.4	-12	15
4	C[C@H](CO)N1C[C@H](C)[C@H](CN(C)C(=O)c2ccccc2F)Oc2ncc(C#Cc3ccncc3)cc2C1=O	-2.4	-0.4	-1	5
5	Cc1noc(C)c1S(=O)(=O)Nc1ccc2c(c1)C(=O)N([C@H](C)CO)C[C@H](C)[C@H](CN(C)S(=O)(=O)c1cccs1)OCCCC[C@@H](C)O2	0.3	-0.1	5	-13
6	C#CCN(C)Cc1ccccc1	1.7	0.1	-7	-7
7	COCCCn1c(SC(C)C(=O)Nc2c(C)n(C)n(-c3ccccc3)c2=O)n[nH]c1=O (stereo not drawn)	-3.8	-0.1	-3	11
8	CCOC(=O)C1=C(C)N(c2ccc(Cl)cc2)C(=O)NC1c1cccc([N+](=O)[O-])c1 (stereo not drawn)	x	0.4	3	10
9	CCNC(=O)C[C@@H]1CC[C@H](NS(=O)(=O)c2ccc(F)cc2)[C@@H](CO)O1	2.1	0.1	2	-13
10	c1ccc(-n2ncc3c(NCc4ccccn4)ncnc32)cc1	3.1	x	-30	x
11	COc1cccc2sc(=NC(=O)CS(=O)(=O)c3ccccc3)n(C)c12	2.1	0.0	-20	-126
12	COc1cc(C=CC(=O)c2cc(OC)c(OC)c(OC)c2)cc(OC)c1OC	-7.4	3.8	26	96*

entry	GSIS activator	DENV2 CPE	ARNT TACC3 PPI	ERp5 inh
1	-7	-16	5	-2
2	11	-4	-6	1
3	-7	2	-6	8
4	2	6	-5	8
5	7	-6	-3	x
6	x	4	-2	9
7	10	-6	-9	4
8	-24	-3	13	0
9	7	-3	-3	1
10	0	1	9	6
11	-20	9	x	-1
12	-4	3	-5	-10

Two compounds from above with just PAX8 inh HTS, EWS-Fli inh and GSIS activator:
| nr | SMILES | PAX8 inh HTS | EWS-Fli inh | GSIS activator |
| --- | --- | --- | --- | --- |
| 4 | C[C@H](CO)N1C[C@H](C)[C@H](CN(C)C(=O)c2ccccc2F)Oc2ncc(C#Cc3ccncc3)cc2C1=O | 5 | -1 | 2 |
| 5 | Cc1noc(C)c1S(=O)(=O)Nc1ccc2c(c1)C(=O)N([C@H](C)CO)C[C@H](C)[C@H](CN(C)S(=O)(=O)c1cccs1)OCCCC[C@@H](C)O2 | -13 | 5 | 7 |

Further records.
entry	SMILES	CFTR F508del cor	XiGFP reactiv	EWS-Fli inh	PAX8 inh HTS
13	C[C@H]1CN([C@@H](C)CO)C(=O)c2cccc(NS(=O)(=O)c3cccs3)c2O[C@@H]1CN(C)C(=O)Nc1ccccc1	-0.1	0.1	1	x
14	COc1cccc(CNC(=O)CCC2CCCN(Cc3cc(Cl)ccc3O)C2)c1 (stereo not drawn)	-0.8	0.0	-4	-2
15	CC1(C(=O)NS(=O)(=O)c2ccc3ccccc3c2)CCN1C(=O)Cc1ccc(-c2ccccc2)cc1 (stereo not drawn)	2.3	-0.1	-5	-12
16	COc1ccc(Cl)cc1-n1c(C)ccc1C	x	0.1	x	10
17	CN1c2ccc(-c3ccc(F)cc3)cc2[C@@H]2[C@@H](CCN2C(=O)Nc2cc(F)ccc2F)[C@@H]1CO	2.7	0.0	8	40
18	O=C(c1cccc(F)c1)N1C[C@H]2[C@@H](c3ccccc31)[C@@H](CO)N2Cc1cocn1	-2.8	0.0	-1	16
19	O=C(NC1=NCCS1)c1ccccc1	0.7	0.0	-34	-19
20	CCC(=O)Nc1c(C#N)c2nc3ccccc3nc2n1-c1ccc(C)cc1	-0.6	-0.2	11	0
21	CCCCn1c(N)c(N(CCC(C)C)C(=O)COC(=O)c2cccnc2OCC)c(=O)[nH]c1=O	4.6	-0.2	2	10
22	CCOC(=O)Cc1cc(=O)[nH]c(/N=C(\N)Nc2ccc(C)c(C)c2)n1	0.7	-0.8	15	0
23	COc1ccc(OCCSc2ncc(CO)n2C)cc1	x	0.2	-17	-16
24	O=C(C1CCCCC1)N1[C@@H]2CN(S(=O)(=O)c3ccccc3)c3ccccc3[C@@H]2[C@@H]1CO	-2.2	-0.1	0	-5

entry	GSIS activator	DENV2 CPE	ARNT TACC3 PPI	ERp5 inh
13	7	x	x	x
14	7	-1	-1	5
15	7	10	x	-1
16	0	x	-2	x
17	1	-22	-3	10
18	2	18	1	4
19	13	-6	-5	0
20	-32	-3	-4	0
21	-10	-1	-1	2
22	12	3	-6	7
23	12	-4	10	1
24	-7	13	1	-3

(continued)
entry	SMILES	CFTR F508del cor	XiGFP reactiv	EWS-Fli inh	PAX8 inh HTS
25	COc1ccc(C(=O)NC(=S)NNC(=O)c2cccnc2)cc1	-1.0	0.1	16	-5
26	Oc1ccccc1Nc1nc(NCc2ccccc2)c2ccccc2n1	1.6	0.2	19	49
27	O=C(CC(=O)c1cccnc1)c1ccccc1	3.9	0.0	-17	-32
28	CCN(CC)CCN1C(=O)C(=O)/C(=C(/O)c2ccc(C)cc2)C1c1cccnc1 (stereo not drawn)	-0.5	0.9	8	15
29	Nc1nnnn1/N=C/c1ccc(Br)cc1	1.6	0.0	17	-30
30	O=[N+]([O-])c1ccccc1CSc1ccccn1	0.3	0.0	-27	-2
31	O=C(Cn1nc(-c2ccc(Cl)cc2)ccc1=O)NCCN1CCOCC1	2.8	0.0	-11	-7
32	CCN(CC)CCNC(=O)c1cc(-c2cccnc2)nc2ccc(S(=O)(=O)N3CCC(C)CC3)cc12	1.9	-0.1	63*	20
33	Cc1cc(C)n(C2CC(=O)N(c3cccc(Cl)c3)C2=O)n1 (stereo not drawn)	0.0	0.1	9	2
34	O=C(/C=C/Nc1ccc(F)c(F)c1)c1ccc(Br)cc1	x	0.2	-42	-111
35	CC1(NC(=O)CCc2ccccc2)CCN(CCCc2ccccc2)C1=O (stereo not drawn)	1.6	0.0	-14	-5
36	Fc1cccc(Cl)c1CSc1ccc(-c2cccnc2)nn1	-2.6	-0.3	-46	-46

entry	GSIS activator	DENV2 CPE	ARNT TACC3 PPI	ERp5 inh
25	11	2	40	3
26	-11	-1	-1	4
27	4	5	x	6
28	21	4	-1	-5
29	21	10	-1	-1
30	15	3	22	3
31	-1	-8	0	1
32	15	-2	4	4
33	4	-10	1	-2
34	12	-1	-3	9
35	-4	-6	1	-12
36	-20	-7	0	4

Sorted by the number under GSIS activator (falling): 5 from the list above.
No. | mol | CFTR F508del cor | GSIS activator | ARNT TACC3 PPI | ERp5 inh
29 | Nc1nnnn1/N=C/c1ccc(Br)cc1 | 1.6 | 21 | -1 | -1
30 | O=[N+]([O-])c1ccccc1CSc1ccccn1 | 0.3 | 15 | 22 | 3
25 | COc1ccc(C(=O)NC(=S)NNC(=O)c2cccnc2)cc1 | -1.0 | 11 | 40 | 3
27 | O=C(CC(=O)c1cccnc1)c1ccccc1 | 3.9 | 4 | x | 6
36 | Fc1cccc(Cl)c1CSc1ccc(-c2cccnc2)nn1 | -2.6 | -20 | 0 | 4

The list continues.
entry	SMILES	CFTR F508del cor	XiGFP reactiv	EWS-Fli inh	PAX8 inh HTS
37	OC[C@@H]1[C@H](c2ccc(-c3ccccc3F)cc2)[C@@H]2CN(Cc3cncnc3)CCCCN12	2.2	0.1	-1	3
38	Cc1nn(-c2ccccc2)nc1CNC(=O)c1ncoc1-c1ccccc1	-2.1	-0.1	3	17
39	CC[C@@]12C(=O)N(c3cccc(Cl)c3)C(=O)N1[C@H](c1cccc(C)c1)[C@@H]1C(=O)N(Cc3ccccc3)C(=O)[C@@H]12	-2.5	0.0	-1	13
40	CCn1c(SCC(=O)O)nc2ccccc21	1.2	-0.1	-3	0
41	COc1ccccc1CCn1cnc(-c2cccc(Br)c2)c1CC(C)C	1.6	-0.1	46	24
42	O=C(Nc1nnc(S(=O)(=O)N2CCCC2)s1)c1ccccc1Cl	0.7	-0.2	1	-9
43	COc1ccc(Cl)cc1NC(=S)N1CCCCCC1	-0.9	0.0	2	-4
44	OC(CN1CCCCC1)Cn1c2ccccc2c2cc(Br)ccc21 (stereo not drawn)	2.7	0.1	13	-17
45	COc1cc2c(cc1OC)CN(C(=O)c1ccc(S(=O)(=O)N3CCCCCC3)cc1)CC2	x	-0.1	x	11
46	COc1ccc(NC(=O)Nc2cccc3c2O[C@@H](CN(C)C(=O)Nc2ccc(F)cc2)[C@@H](C)CN([C@H](C)CO)C3=O)cc1	-0.1	-1.3	1	-3
47	Oc1ccccc1C(=S)N1CCN(C(=S)c2ccccc2O)CC1	-1.3	-0.1	18	3
48	COc1ccc(Cl)cc1NC(=S)NC(=O)c1ccco1	1.6	0.0	-10	34

entry	GSIS activator	DENV2 CPE	ARNT TACC3 PPI	ERp5 inh
37	17	-11	2	1
38	-18	-3	-12	-3
39	-5	-7	-5	11
40	-2	-5	-2	-2
41	-12	11	x	-1
42	2	2	-2	7
43	9	1	-3	8
44	-28	4	8	3
45	-16	x	4	x
46	-5	2	2	2
47	-20	1	-4	1
48	x	1	x	-5

Additional entries follow:
entry	SMILES	CFTR F508del cor	XiGFP reactiv	EWS-Fli inh	PAX8 inh HTS
49	CCOC(=O)N1CCN(c2c(N3CCN(c4ccc(OC)cc4)CC3)c(=O)c2=O)CC1	1.0	0.0	-3	9
50	CCOc1ccc(NC(=O)CCC(=O)Oc2ccc(C)cc2)cc1	-1.2	0.4	1	9
51	C[C@@H]1CN([C@H](C)CO)C(=O)c2cc(/C=C/c3ccccc3)cnc2O[C@H]1CN(C)Cc1ccncc1	1.9	5.2	-11	x
52	COc1ccc(Cn2c(O)c(C=Nc3ccccc3C(=O)O)c3ccccc3c2=O)cc1	-3.0	-0.1	-21	7
53	CO[C@@H]1CN(C)C(=O)c2ccc(NC(=O)NC(C)C)cc2OC[C@@H](C)NC[C@@H]1C	x	0.4	4	2
54	CCN=C1NC(c2ccc(F)cc2)C(C(=O)OC)=C(C)N1Cc1cccc(C(F)(F)F)c1 (stereo not drawn)	2.5	0.0	20	-16
55	CCNS(=O)(=O)c1ccc(NC(=O)Cc2ccc(F)cc2)cc1	2.2	x	7	x
56	NS(=O)(=O)c1ccc(CNC(=O)c2cccc(Oc3ccccc3)c2)cc1	0.4	0.0	5	11
57	O=C(O)/C=C/c1ccc2c(c1)OCCO2	-1.0	0.0	-4	-11
58	CCOC(=O)C1(CCc2ccccc2)CCN(C(=O)C2CCOCC2)CC1	2.6	0.0	-4	5
59	CC(=O)NC(CC(=O)O)c1ccc([N+](=O)[O-])cc1 (stereo not drawn)	-1.0	-0.1	3	6
60	CCOc1ccc(/C=N/NC(=O)c2ccc(F)cc2)cc1CN1CC2CC(C1)c1cccc(=O)n1C2 (stereo not drawn)	1.2	x	1	x
61	COc1cc2c(cc1OC)C(C)N(S(=O)(=O)c1ccc(C)cc1)CC2 (stereo not drawn)	-2.1	0.2	-11	3
62	CC1C=NC(S(=O)(=O)N2CC[C@@H]3[C@H](CO)N(C)c4ccc(C5=CCCCC5)cc4[C@@H]32)=N1 (stereo partly drawn)	-2.3	0.0	-9	-10
63	CC(C)Oc1ccccc1/C=N/NC(=O)c1ccccc1Cl	-0.6	-0.2	4	-13

entry	GSIS activator	DENV2 CPE	ARNT TACC3 PPI	ERp5 inh
49	0	-3	-11	1
50	22	6	1	-1
51	-8	5	2	-4
52	-31	6	24	9
53	4	-2	-5	-1
54	19	18	x	2
55	-12	-2	4	-7
56	-1	-1	0	1
57	3	1	0	0
58	11	7	-8	-9
59	21	10	1	-2
60	-14	20*	x	-3
61	17	0	0	4
62	-9	12	1	1
63	-11	4	-1	0
